Akt phos inh – HTS Assay for Inhibitors of Akt Phophorylation: Primary Screen; AID 651550, 2012; 360,000 compounds, 0.32% hits; activity change, % for hits at 50 µM; Neuro2A IGF-stimulated pAkt S473 HTRF, 20 min; hits give low values; in the data active means activity change below about -80%; inconclusive means mostly about -51% to -80%; further: on the % scale 0 is the no-effect control and ±100 the full control effect
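Single-point screen (50 µM final compound) in Neuro2A cells stimulated 20 min with 6 nM IGF at 37 deg C. After lysis, Ser473-phosphorylated Akt read by HTRF (ex 330 nm, em 615/665 nm) as the 665/615 ratio.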
GLP-1R agonist – qHTS of GLP-1 Receptor Agonists | 380,000 compounds, 0.007% hits | Potency, µM (doses to about 45.6 µM), for the others: top-dose activation, hits mostly activators | HEK293 GLP-1R CRE-luciferase, luminescence, 4-6 h; cells express a hypersensitive GLP-1R form | Glucagon-like peptide 1 receptor (Homo sapiens), P43220; further: potency means the concentration at half of the fitted maximal effect; % of control where 0% means no effect
Abeta yeast res – qHTS for compounds that reverse cellular toxicity of Amyloid beta (A-beta) peptide in yeast: Primary Screen; yeast expressing A-beta42, growth rescue, OD600, 48 h; response scale: 0% DMSO, 100% iron-clioquinol control; Potency, µM (top dose mostly 46.1 µM), without a hit: at the top dose growth rescue, usual class: activators; 410,000 compounds, 0.063% hits; AID 1347071, 2019; further: potency means the concentration at half of the fitted maximal effect; nearly all actives have a fitted effect of over 55% in size
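Growth rescue measured by 600 nm absorbance after 48 h yeast culture at 30 C with compound. Values normalized between DMSO and an equimolar ferric chloride plus clioquinol control.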
TDP43 rescue – qHTS of TDP-43 Inhibitors. Potency, µM (titrated, usually from 46.1 µM), without a hit: top-dose growth rescue (activation), most hits filed as activators. 410,000 compounds, 1.8% hits. TDP-43 expressing yeast growth rescue, BacTiter-Glo, 24 h; further: potency means the concentration at half of the fitted maximal effect; % of control where 0% means no effect; nearly all actives have a fitted effect of over 50% in size
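Luminescence from BacTiter-Glo reports growth of TDP-43-expressing yeast after 24 hr at 30 deg C with compound. Cells were raffinose-pregrown to mid-log, then seeded in galactose medium at OD600=0.02.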
FUS suppressor – qHTS for Suppressors of FUS Proteinopathy: Primary screen using FUS-linked yeast assay; S. cerevisiae FUS-expressing, growth rescue, OD600, 24 h; Potency, µM (top dose mostly 76.6 µM), without a hit: at the highest dose growth rescue (activation), hits mostly activators; 390,000 compounds, 0.24% hits;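 further: potency means the concentration at half of the fitted maximal effect; plate controls were DMSO vehicle for no effect and reference control for full effect; nearly all actives have a fitted effect of over 55% in size; some results filed as inactive show a strong effect at the top dose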
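Read-out: OD at 600 nm after 24hr at 30C, reporting rescue of FUS-induced yeast toxicity. Cells at OD 0.005 in galactose (2%) minimal medium; compounds tested in a dilution series; CP55940 titration from 92uM final as control.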
GLP-1R inv ag – qHTS of GLP-1 Receptor Inverse Agonists (Inhibition Mode); Glucagon-like peptide 1 receptor (Homo sapiens), P43220; HEK293 GLP-1R CRE-luciferase, luminescence, 24 h; GLP-1R form is constitutively active; Potency, µM (doses to about 38.3 µM), for inactives: at the top dose activity change, negative = inhibition, usual class: inhibitors; 410,000 compounds, 1.6% hits; AID 624417, 2012; further: potency means the concentration at half of the fitted maximal effect; on the % scale 0 is the no-effect control and ±100 the full control effect; nearly all actives have a fitted effect of over 55% in size
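Using stably transfected HEK293 (constitutively active GLP-1R, cAMP-luciferase reporter), compounds were incubated 24 hr and luciferase measured by luminescence.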
aSyn rescue – qHTS of alpha-syn Inhibitors. Yeast expressing alpha-synuclein, growth rescue, BacTiter-Glo, 24 h. AID 652106, 2013. 370,000 compounds, 0.14% hits. Potency, µM (titrated, usually from 46.1 µM), without a hit: at the top dose growth rescue (activation), most hits filed as activators; further: potency means the concentration at half of the fitted maximal effect; % of control where 0% means no effect; nearly all actives have a fitted effect of over 65% in size
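Screening used galactose-induced yeast with toxic alpha-synuclein levels, exposed to compound for 24 hr at 30 deg C. Cell growth, read with BacTiter-Glo luminescence, gave the measured signal.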
PTHR1 agonist – qHTS for PTHR1 Agonists: Primary Screen. HEK293 GP2 PTHR1 cells, GloSensor cAMP luminescence, 1 h. 410,000 compounds, 0.075% hits. AID 743266, 2014. Potency, µM (top dose mostly 115 µM), for inactives: at the highest dose activation, hits mostly activators; further: potency means the concentration at half of the fitted maximal effect; nearly all actives have a fitted effect of over 55% in size; some results filed as inactive show a strong effect at the top dose; inactives centre near -15; many of its hits are not listed in these tables
Target sequence (Q03431 whole entry, looked up): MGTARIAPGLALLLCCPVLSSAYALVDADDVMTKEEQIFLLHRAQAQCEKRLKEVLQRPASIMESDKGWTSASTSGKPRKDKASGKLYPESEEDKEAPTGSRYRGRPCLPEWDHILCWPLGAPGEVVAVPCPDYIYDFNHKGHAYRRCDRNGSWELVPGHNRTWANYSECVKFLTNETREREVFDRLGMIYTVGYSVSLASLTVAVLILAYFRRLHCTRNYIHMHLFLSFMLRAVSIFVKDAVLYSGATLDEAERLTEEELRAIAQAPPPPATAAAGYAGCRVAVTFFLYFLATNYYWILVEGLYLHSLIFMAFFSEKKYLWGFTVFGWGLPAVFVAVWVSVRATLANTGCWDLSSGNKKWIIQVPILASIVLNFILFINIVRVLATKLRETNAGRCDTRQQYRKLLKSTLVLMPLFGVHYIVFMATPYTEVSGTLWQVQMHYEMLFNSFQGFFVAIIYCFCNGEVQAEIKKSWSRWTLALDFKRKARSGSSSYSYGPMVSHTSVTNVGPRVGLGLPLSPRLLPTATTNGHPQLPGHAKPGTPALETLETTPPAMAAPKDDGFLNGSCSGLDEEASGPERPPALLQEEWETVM
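HEK-293-derived GP2 cells expressing PTHR1 and a GloSensor cAMP reporter, 3,000/well, plated overnight, given luciferin plus IBMX (each 0.5 mM as added) for 1 h at 37 °C, then compound for 1 h at 37 °C. Luminescence was read after 15 min at room temperature.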
DRD3 antagonist – qHTS of D3 Dopamine Receptor Antagonist: qHTS; 360,000 compounds, 2.5% hits; AID 652054, 2013; max response, negative = inhibition, %; D3R cells, DiscoveRx beta-arrestin luminescence, antagonist mode; hits give low values; D(3) dopamine receptor (Homo sapiens), P35462; in the data active means max response below about -50%; inconclusive means no clear call, values can overlap the other calls; further: on the % scale 0 is the no-effect control and ±100 the full control effect; mostly tested at two doses, the higher about 12 µM
Target sequence (P35462 whole entry, looked up): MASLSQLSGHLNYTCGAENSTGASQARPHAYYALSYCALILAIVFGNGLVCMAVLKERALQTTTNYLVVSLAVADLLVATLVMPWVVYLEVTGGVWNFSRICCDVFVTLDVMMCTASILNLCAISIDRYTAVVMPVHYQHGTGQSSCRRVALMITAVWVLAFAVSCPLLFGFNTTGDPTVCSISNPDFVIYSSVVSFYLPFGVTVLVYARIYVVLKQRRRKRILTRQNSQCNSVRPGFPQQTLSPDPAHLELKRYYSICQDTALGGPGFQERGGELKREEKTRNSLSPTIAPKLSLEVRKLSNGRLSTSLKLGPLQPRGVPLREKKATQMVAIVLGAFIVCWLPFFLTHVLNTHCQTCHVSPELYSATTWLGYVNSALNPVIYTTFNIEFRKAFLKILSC
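Cells expressing the human receptor were seeded at 1500 cells/well, incubated overnight at 37 degrees C in 5% CO2, then exposed to library compounds with dopamine controls for 90 minutes at 37 degrees C before luminescent detection.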
* hit, by the source's call; i = inactive; ? = inconclusive; nt = no result given; [ ] = another dose, or the depositor's remark. Unless noted, the call rests on the fitted dose curve; in most records, active means well fitted curve in the direction sought with a large enough effect; inconclusive means small, poorly fitted or top-dose-only effect, or another doubt; inactive means no such curve, though single readings can be large; an effect the other way counts as inactive or inconclusive. This is a subset (hit frequency here may not be typical).

SMILES	Akt phos inh	GLP-1R agonist	Abeta yeast res	TDP43 rescue	FUS suppressor	GLP-1R inv ag	aSyn rescue	PTHR1 agonist	DRD3 antagonist
Cc1ccc2c(c1)c(C)c(C)n2CC(O)Cn1nc(C)cc1C (configuration not stated)	i	6%	?	?	33%	?	12%	i	38
CCOC(=O)C1(Cc2cccc(OC)c2)CCN(C(C)COC)CC1 (configuration not stated)	i	0%	-12%	-1%	-1%	-2%	-7%	-10%	-6
COc1ccc(CNC(=O)CSc2nc3ccc(C)cc3[nH]2)cc1OC	i	4%	-2%	5%	-15%	-2%	4%	-18%	11
O=c1nc2sc3ccccc3n2c(=O)n1-c1ccc(Cl)cc1	i	5%	-15%	2%[9.22 µM]	-13%	-21%	-8%	-12%	-13
CCc1ccc(C(C)NC(=O)c2ccc(F)cc2)cc1 (configuration not stated)	i	9%	25%	8%	10%	?	-8%	-3%[57.5 µM]	24
Cc1ccc(C2(C)NC(=O)N(CC(=O)N3CCN(S(=O)(=O)c4cccc([N+](=O)[O-])c4)CC3)C2=O)cc1 (configuration not stated)	i	-5%	-7%	-9%	?	-20%	-1%	-5%	-5
O=[N+]([O-])c1ccc(-c2nc(-c3ccncc3)no2)cc1	i	13%	-10%	15%	15%	10%	-3%	i	2
CCc1nnc(NC(=O)CN2CCN(c3ccccc3F)CC2)s1	i	0%	2%	1%	-4%	-11%	5%	i	2
CCn1c(C(C)NC(C)=O)nc2ccccc21 (configuration not stated)	i	-3%	-1%	2%	-30%	4%	3%	-14%	22
COc1ccccc1NC(=O)C1=C(C)Nc2nc(-c3ccc(N(C)C)cc3)nn2C1c1ccncc1 (configuration not stated)	i	-1%	9%	5%	?	-4%	5%	-17%[57.5 µM]	21
OCC1(Cc2ccc(Cl)cc2)CCN(CCCc2ccccc2)CC1	i	2%	3%	-24%	26%	?	2%	-13%	-65*
O=c1c2ccccc2nc(-c2ccco2)n1/N=C/c1ccccc1O	i	-8%	-7%[9.22 µM]	-7%	30%	-1%	-15%	22%	-19
Cc1ccc(C(=O)N[C@@H](C)CN2C3=NC[C@H](C(C)C)N3C[C@H]2Cc2ccc(O)cc2)cc1Br	i	0%	-7%	14%	16%	?	1%	3%	-18
COc1ccc2nc(SCC(=O)c3c(N)n(C4CC4)c(=O)[nH]c3=O)[nH]c2c1	i	-3%	-8%	23%	3%	-2%	0%	-16%	-1
OCCC1CN(Cc2cccc(-c3ccco3)c2)CCN1Cc1ccsc1 (configuration not stated)	i	22%	-8%	-17%	6%	?	-3%	-11%	-77*

The closing 4 entries of the part above are carried over, then new ones follow:
SMILES	Akt phos inh	GLP-1R agonist	Abeta yeast res	TDP43 rescue	FUS suppressor	GLP-1R inv ag	aSyn rescue	PTHR1 agonist	DRD3 antagonist
O=c1c2ccccc2nc(-c2ccco2)n1/N=C/c1ccccc1O	i	-8%	-7%[9.22 µM]	-7%	30%	-1%	-15%	22%	-19
Cc1ccc(C(=O)N[C@@H](C)CN2C3=NC[C@H](C(C)C)N3C[C@H]2Cc2ccc(O)cc2)cc1Br	i	0%	-7%	14%	16%	?	1%	3%	-18
COc1ccc2nc(SCC(=O)c3c(N)n(C4CC4)c(=O)[nH]c3=O)[nH]c2c1	i	-3%	-8%	23%	3%	-2%	0%	-16%	-1
OCCC1CN(Cc2cccc(-c3ccco3)c2)CCN1Cc1ccsc1 (configuration not stated)	i	22%	-8%	-17%	6%	?	-3%	-11%	-77*
Cc1ccc(C(CCNC(C)c2cccs2)c2ccco2)cc1 (configuration not stated)	i	-3%	6%	-8%	6%	?	1%	-24%	-19
Cc1ccc(S(=O)(=O)CC(N)=O)cc1	i	-1%	16%	-15%	-13%	12%	-5%	i	6
Cc1cccc(C)c1NC(=O)CN1CCN(C/C=C/c2ccccc2)CC1	i	-2%	-14%	6%	-20%	-13%	-9%	-12%	?
CCc1ccc(Nc2n[n+](-c3ccccc3)c(-c3c(Cl)cccc3Cl)s2)cc1	i	1%	-20%	-14%	31%	?	-32%[inhibitor]	-39%[inhibitor]	-5
Cn1c(SCc2ccc(C(=O)Nc3nccs3)cc2)nnc1-c1ccccc1	i	0%	-1%	9%	5%	-13%	4%	-51%[inhibitor][57.5 µM]	2
CCCCN(Cc1ccco1)S(=O)(=O)c1c[nH]c(C(=O)OC)c1	i	4%	1%	-11%	5%	?	2%	-34%[inhibitor]	-1
COCCNC(=O)CN1CCC(n2c(C)nc3cc(C(F)(F)F)ccc32)CC1	i	1%	14%	5%	-4%	9%	-7%	i	-9
O=c1nc(-c2ccccc2Cl)c2cc(F)ccc2[nH]1	i	4%	-9%	-30%[inhibitor]	-14%	16%	-8%	i	-7
Cc1ccc(CNC(=O)CCCN2C(=O)CCn3nc(-c4cccn4C)cc32)cc1	nt	nt	-8%	22%	32%	-15%	nt	-1%	nt
Cc1ccc(N(C(=O)c2ccc(S(=O)(=O)N(C)C)cc2)C2C=CS(=O)(=O)C2)cc1 (configuration not stated)	i	1%	2%	5%	-6%	4%	-2%	-8%	-16
c1ccc(N2CCN(c3nc4cc5c(cc4s3)OCCO5)CC2)cc1	i	-7%	5%	?	7%	1%	0%	-8%[57.5 µM]	-4
Cc1ccc(S(=O)(=O)Nc2nc3cc(C)c(C)cc3[nH]2)cc1	i	8%	-14%	-2%	-13%	?	3%	i	13
COCC(=O)Nc1c(C(=O)Nc2ccc3c(c2)OCCO3)oc2ccccc12	i	10%	10%	?	30%	?	23%	i	9
Cc1nn(-c2ccc(F)cc2)c(Cl)c1/C=C1\C(=O)Nc2ccccc21	i	19%	-4%	-2%	-1%	?	-11%	-32%[inhibitor]	-6
CC1CCCC(NC(=O)Nc2cccs2)C1C (configuration not stated)	i	-12%	7%	20%	7%	?	3%	i	10
Cc1nc2ccc(S(=O)(=O)NCC(=O)Nc3ccc(C)c(Cl)c3)cc2s1	nt	nt	5%	9%	-10%	-4%	nt	i	nt
COc1ccc(N(CC(=O)Nc2cccc(C)c2)S(=O)(=O)c2c(C)noc2C)cc1	i	-3%	5%	13%	-12%	6%	5%	i	1
COc1ccc(NC(=O)C2CCN(Cc3cnn(-c4ccccc4)c3-n3cccc3)CC2)cc1OC	i	3%	1%	-8%	?	?	0%	i	-73*
CC(NC(=O)C1CCN(c2nnc(-n3cccc3)s2)CC1)C12CC3CC(CC(C3)C1)C2 (configuration not stated)	i	-2%	17%	19%	15%	7%	1%	-12%[57.5 µM]	18
COCCn1c(C)cc(C(=O)COC(=O)c2ccc([N+](=O)[O-])o2)c1C	i	-2%	-32%[inhibitor]	?	5%	-1%	9%	-15%	-9
Cn1c(SCC(=O)N2CCCc3ccccc32)nnc1-c1c[nH]c2ccccc12	i	-10%	-1%	9%	-2%	-25%	-16%	0%[57.5 µM]	?
O=C(CSc1nnc(CN2CCOCC2)n1-c1ccc(Cl)cc1)N1CCc2ccccc21	i	8%	-7%	10%	-7%	-8%	0%	-13%[57.5 µM]	0
COC(=O)c1ccc2c(c1)S(=O)(=O)NC(=NCCCN1CCOCC1)S2	i	5%	-11%	4%	18%	14%	-7%	-5%[57.5 µM]	11
CC(C)(C)NC(=O)NC(=O)CN1C(=O)NC(C)(c2ccccc2)C1=O (configuration not stated)	i	4%	-1%	-17%	4%	14%	2%	-11%	0
COc1ccccc1C(=O)NC(=S)Nc1cc(C(=O)O)ccc1C	i	3%	-4%	-20%	32%	13%	0%	i	12
COc1cc2c(cc1NC(=O)/C=C/c1ccc([N+](=O)[O-])cc1)oc1ccccc12	i	-8%	-8%	3%	nt	0%	-2%	-5%	2
COc1ccc(Cc2c(-c3cccc(Br)c3)nc3ccc(Br)cn23)c(C)c1	i	11%	-15%	?	?	-11%	-12%	i	7
O=c1[nH]cc(COCc2ccccc2)c(=O)[nH]1	i	-16%	11%	-1%	1%	-5%	1%	-14%[57.5 µM]	11
O=C(O)C1C2C=CC(C2)C1C(=O)N1CCN(C/C=C/c2ccccc2)CC1 (configuration not stated)	nt	11%	11%	-5%	-8%	0%	3%	i	28
O=C(c1ccc2c(Cl)c3c(nc2c1)CCCC3)N1CCN(c2ccc(F)cc2)CC1	i	0%	-30%[inhibitor]	16µM*	14%	9%	-2%	i	47
NC(=O)c1c(NC(=O)C(=O)NCCCN2CCOCC2)sc2c1CCCC2	i	2%	18%	2%	11%	51%[activator]	-1%	i	-15
O=C(Nc1cccc(S(=O)(=O)N2CCCCC2)c1)C1CCC1	i	11%	13%	-30%	-3%	-8%	-24%	i	-12
O=C(NNC(=O)C1C2CCC(C2)C1C(=O)O)c1cccc(Cl)c1 (configuration not stated)	i	14%	22%	-9%	15%	14%	12%	i	1
COc1ccccc1N1CCN(C(=O)/C=C/c2ccc(C)cc2)CC1	i	5%	-23%	?	nt	?	7%	-6%	10
Cc1ccc(C(=O)NNC(=O)c2ccc(NS(=O)(=O)c3cccs3)cc2)s1	i	-11%	3%	2%	16%	2%	-7%	i	-20
CC1Sc2ccc(S(=O)(=O)CCC(=O)NC3CCCCCC3)cc2NC1=O (configuration not stated)	i	1%	6%	13%	9%	-20%	-6%	-24%	-1
O=S(=O)(NCc1ccccn1)c1ccc2c(c1)OCCO2	i	16%	6%	7%	13%	0%	0%	i	1

Source: PubChem (National Center for Advancing Translational Sciences (NCATS))
